From PubChem BioAssay
phage Ecoli inh: growth loss of phage-infected E. coli, primary screen, RecBCD inhibitor project, absorbance, with phage, HTS | actives 0.26% (n = 360,000) | AID 651602, 2012 | inhibition, % at 11.9 µM; in the data active = inhibition above about 11%
Wnt act: Wnt/beta-catenin pathway activators, primary screen, cell-based, plate reader, single point; Wnt/beta-catenin reporter cell assay, activator; activation, % at 9.35 µM; actives 1.2% (n = 300,000); in the data active = activation above about 30%, passing the limit was not always enough;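 also: 0% = neutral control wells and 100% = positive control wells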
* marks the source's active call; other numbers are inactive results.

For COc1ccc(CN(C(C)=O)c2cc(C)c([N+](=O)[O-])cc2OC)cc1OC the results were phage Ecoli inh 1.9 and Wnt act 3.
FC(F)(F)c1cc(Cl)c2nc(-c3ccc(Cl)cc3)c(Cc3ccccc3)n2c1 was read as phage Ecoli inh -0.4 and Wnt act -2.
CC1(C(=O)Nc2ccc(F)c(Cl)c2)Cc2c(-c3cccc(C(F)(F)F)c3)ccnc2O1 (stereo not drawn) was read as phage Ecoli inh 2.3 and Wnt act -5.
CCCCn1nnnc1C(c1ccccc1)N1CCN(C(C)=O)CC1 (stereo not drawn) was read as phage Ecoli inh 1.3 and Wnt act -3.
Cc1cccc(C)c1NC(=O)CN1CCN(c2ccc(C(F)(F)F)cn2)CC1 was read as phage Ecoli inh 0.3 and Wnt act -4.
`Cc1ccc(S(=O)(=O)N2[C@@H](c3ccc(Cl)cc3)C(C(=O)OC(C)(C)C)=CC[C@H]2c2ccc(Cl)c(Cl)c2)cc1` gave phage Ecoli inh 0.1 and Wnt act 1.
CCCCCCN1CCN(C2CN(CCCC)S(=O)(=O)C2)CC1 (stereo not drawn) was read as phage Ecoli inh 1.8 and Wnt act -2.
For Cc1cc(S(=O)(=O)c2ccc(Cl)cc2)nc(S(=O)(=O)c2ccc(Cl)cc2)c1C#N the results were phage Ecoli inh -0.9 and Wnt act -8.
O=c1nc(Oc2ccccc2)nc2ncccn12 was read as phage Ecoli inh 3.4 and Wnt act -8.
COc1ccc(-c2cc3ccccc3c(=O)o2)cc1 was read as phage Ecoli inh 2.2 and Wnt act 7.
COc1cccc(C(O)c2nc(-c3ccccc3)cs2)c1 (stereo not drawn) was read as phage Ecoli inh 2.5 and Wnt act -1.
COC(=O)c1cc2c(c3c4ccccc4n(S(=O)(=O)c4ccc(OC)cc4)c13)C(=O)N(C)C2 was read as phage Ecoli inh 2.2 and Wnt act -4.
COc1cccc(NC(=O)C2(C)CCN2C(=O)CCC2CCCC2)c1 (stereo not drawn) was read as phage Ecoli inh -1.9 and Wnt act -3.
For COc1ccc(-c2ccc(CN3C(C(C)C)C(=O)N(Cc4cn(CCC5OCCO5)nn4)CCS3(=O)=O)cc2)cc1 (stereo not drawn) the results were phage Ecoli inh 0.5 and Wnt act -1.
Screening Cn1nnnc1NN=Cc1ccccc1 returned phage Ecoli inh 3.7 and Wnt act -4.
CCOC(=O)C1(C)CCCCCN1C(=O)c1ccc(C(=O)OC)cc1 (stereo not drawn) was read as phage Ecoli inh 2.5 and Wnt act -1.
`O=C(NCc1cc(Cl)cc(Cl)c1)c1ccc2sc([C@@H]3O[C@H](CO)[C@H](O)[C@H](O)[C@H]3O)nc2c1` gave phage Ecoli inh 2.0 and Wnt act 1.
For CN1CCN(C(=O)c2cccc(-c3ccc4nncn4c3)c2)CC1 the results were phage Ecoli inh 1.4 and Wnt act 3.
CC(C)NC(=O)C1(C)CCCN1C(=O)c1ccc2c(c1)C(C)(C)CCC2(C)C (stereo not drawn) was read as phage Ecoli inh 1.8 and Wnt act 0.
Screening COc1cccc(OC2(C)CCN(Cc3cccn3-c3nccs3)C2)c1 (stereo not drawn) returned phage Ecoli inh 3.4 and Wnt act -2.
CC1(C(=O)NS(=O)(=O)c2ccc(C#N)cc2)CCN1C(=O)Cc1cc(F)ccc1F (stereo not drawn) was read as phage Ecoli inh 0.4 and Wnt act -2.
CC1(C(=O)Nc2ccc(Cl)c(Cl)c2)CCN1C(=O)CC1CCCC1 (stereo not drawn) was read as phage Ecoli inh 3.5 and Wnt act -2.
COc1ccc(Nc2nnc(SCC(=O)N(CC(C)C)C3CCS(=O)(=O)C3)s2)cc1 (stereo not drawn) was read as phage Ecoli inh 0.2 and Wnt act 14.
COc1ccc(CCN2CC(=O)NC(=O)C2)cc1OC was read as phage Ecoli inh 3.8 and Wnt act -1.

15 consecutive entries out of the list so far:
CCCCCCN1CCN(C2CN(CCCC)S(=O)(=O)C2)CC1 (stereo not drawn) was read as phage Ecoli inh 1.8 and Wnt act -2.
For Cc1cc(S(=O)(=O)c2ccc(Cl)cc2)nc(S(=O)(=O)c2ccc(Cl)cc2)c1C#N the results were phage Ecoli inh -0.9 and Wnt act -8.
O=c1nc(Oc2ccccc2)nc2ncccn12 was read as phage Ecoli inh 3.4 and Wnt act -8.
COc1ccc(-c2cc3ccccc3c(=O)o2)cc1 was read as phage Ecoli inh 2.2 and Wnt act 7.
COc1cccc(C(O)c2nc(-c3ccccc3)cs2)c1 (stereo not drawn) was read as phage Ecoli inh 2.5 and Wnt act -1.
COC(=O)c1cc2c(c3c4ccccc4n(S(=O)(=O)c4ccc(OC)cc4)c13)C(=O)N(C)C2 was read as phage Ecoli inh 2.2 and Wnt act -4.
COc1cccc(NC(=O)C2(C)CCN2C(=O)CCC2CCCC2)c1 (stereo not drawn) was read as phage Ecoli inh -1.9 and Wnt act -3.
For COc1ccc(-c2ccc(CN3C(C(C)C)C(=O)N(Cc4cn(CCC5OCCO5)nn4)CCS3(=O)=O)cc2)cc1 (stereo not drawn) the results were phage Ecoli inh 0.5 and Wnt act -1.
Screening Cn1nnnc1NN=Cc1ccccc1 returned phage Ecoli inh 3.7 and Wnt act -4.
CCOC(=O)C1(C)CCCCCN1C(=O)c1ccc(C(=O)OC)cc1 (stereo not drawn) was read as phage Ecoli inh 2.5 and Wnt act -1.
`O=C(NCc1cc(Cl)cc(Cl)c1)c1ccc2sc([C@@H]3O[C@H](CO)[C@H](O)[C@H](O)[C@H]3O)nc2c1` gave phage Ecoli inh 2.0 and Wnt act 1.
For CN1CCN(C(=O)c2cccc(-c3ccc4nncn4c3)c2)CC1 the results were phage Ecoli inh 1.4 and Wnt act 3.
CC(C)NC(=O)C1(C)CCCN1C(=O)c1ccc2c(c1)C(C)(C)CCC2(C)C (stereo not drawn) was read as phage Ecoli inh 1.8 and Wnt act 0.
Screening COc1cccc(OC2(C)CCN(Cc3cccn3-c3nccs3)C2)c1 (stereo not drawn) returned phage Ecoli inh 3.4 and Wnt act -2.
CC1(C(=O)NS(=O)(=O)c2ccc(C#N)cc2)CCN1C(=O)Cc1cc(F)ccc1F (stereo not drawn) was read as phage Ecoli inh 0.4 and Wnt act -2.

(next part)
For CCN(C(=O)Nc1cccc2ccccc12)c1ccccc1 the results were phage Ecoli inh 1.6 and Wnt act 0.
`Fc1cccc(Cc2c(-c3ccc(Cl)cc3)nc3ccc(Br)cn23)c1` gave phage Ecoli inh -1.2 and Wnt act 26.
CCOC(=O)CNC(=O)N(C)[C@H]1C[C@H]2c3[nH]c4c(-c5ccc6c(c5)OCO6)cccc4c3CCN2C(=O)[C@H]1[C@H](C)O was read as phage Ecoli inh 1.2 and Wnt act -5.
`CC(C)(C)c1ccc(CC(=O)N2CCC2(C)C(=O)NS(=O)(=O)c2cccc(F)c2)cc1` (stereo not drawn) gave phage Ecoli inh 2.8 and Wnt act -4.
Screening CC1(C(=O)NS(=O)(=O)Cc2cccc(Cl)c2)CCN1C(=O)Cc1ccc(-c2ccccc2)cc1 (stereo not drawn) returned phage Ecoli inh 3.6 and Wnt act 2.
`CCOC(=O)/C=C/c1cccc(OC)c1O` gave phage Ecoli inh 0.5 and Wnt act 17.
For CCCCCC(=O)N1C[C@H](n2cc(C3CC3)nn2)[C@@H](O)C[C@@H]1c1ccc(C)cc1 the results were phage Ecoli inh 2.3 and Wnt act -3.
COCCNC(=O)C1(C)CCN(C(=O)c2ccc(SC(F)(F)F)cc2)C1 (stereo not drawn) was read as phage Ecoli inh 0.1 and Wnt act -4.
For C[C@@H]1C=CCCO[C@]12C(=O)N(Cc1ccccc1C(F)(F)F)c1ccccc12 the results were phage Ecoli inh 3.2 and Wnt act -14.
CNC(=O)C[C@@H]1C(=O)N(Cc2ccccc2)CC1(C)C was read as phage Ecoli inh 1.2 and Wnt act -1.
For O=C(Nc1cccc(Oc2ccccc2)c1)c1ccc(-n2cncn2)c2ccoc12 the results were phage Ecoli inh 1.4 and Wnt act -2.
For O=C(Nc1ccc(F)cc1)c1cnccn1 the results were phage Ecoli inh 1.7 and Wnt act -3.
COC(=O)[C@]12C[C@H](CC(=O)NCc3ccccc3)C(=O)N(Cc3ccccc3)C1=C[C@H](C(C)(C)C)O[C@@H]2C was read as phage Ecoli inh 0.5 and Wnt act -4.
For Cn1cc(-c2csc(C(O)c3ccccc3)n2)cn1 (stereo not drawn) the results were phage Ecoli inh 1.0 and Wnt act -1.
For O=C(N[C@H](C(=O)N1CCC[C@H]1C(=O)NCCc1ccccc1Cl)c1ccccc1)C1CCCC1 the results were phage Ecoli inh 5.5 and Wnt act -5.
`COc1ccc(NC(=O)c2ccncc2)cc1S(=O)(=O)N1CCCCC1` gave phage Ecoli inh 1.2 and Wnt act -2.
`NC(COCc1ccccc1)c1csc(Nc2nccc(C(F)(F)F)n2)n1` (stereo not drawn) gave phage Ecoli inh 0.7 and Wnt act 2.
For CC(C)(C)S(=O)N1C[C@@H]2CC(=O)C(CCO)=C2[C@H]1CCO (stereo partly drawn) the results were phage Ecoli inh 2.0 and Wnt act 0.
OC(c1cccc(Cl)c1)c1nc(-c2ccoc2)cs1 (stereo not drawn) was read as phage Ecoli inh 0.2 and Wnt act 4.
`O=C1c2ccccc2C(=O)N1CCC#C/C=C1\c2ccccc2C(=O)N1c1ccccc1` gave phage Ecoli inh -0.1 and Wnt act -7.
COCCNC(=O)C1(C)Cc2c(-c3ccc(NC(C)=O)cc3)ccnc2O1 (stereo not drawn) was read as phage Ecoli inh 1.0 and Wnt act 1.
For CCOC(=O)C1=CCN(S(=O)(=O)c2ccc(Br)cc2)C1c1cccc(F)c1 (stereo not drawn) the results were phage Ecoli inh 4.3 and Wnt act -1.
CC1(C)CC(=O)C2=C(C1)NC(=O)CC2 was read as phage Ecoli inh 0.0 and Wnt act 0.
CC(C)C[C@@H](CN1CCC[C@@H]1CN1C(=O)C(=O)NC[C@@H]1Cc1ccccc1)N1C[C@H](Cc2ccccc2)N(CC2CCCCC2)C(=O)C1=O was read as phage Ecoli inh 1.5 and Wnt act -4.
For CSc1ccc(CNC(=O)C2(C)CCCN2CC(C)C)cc1 (stereo not drawn) the results were phage Ecoli inh -0.8 and Wnt act -3.
CCOc1cc(OCC)cc(C(=O)N2CCC[C@@H]2C(=O)N2CCC[C@H]2C(=O)NCc2ccncc2)c1 was read as phage Ecoli inh 2.4 and Wnt act -2.
Screening O=C1C=CC(O)C2(CO)OC12 (stereo not drawn) returned phage Ecoli inh 3.2 and Wnt act -4.
Screening O=C(COC(=O)c1ccc(OC(F)F)cc1)NCC1CCCO1 (stereo not drawn) returned phage Ecoli inh 2.1 and Wnt act -6.
`COc1ccc([C@H]2C[C@@H](O)[C@H](n3cc(COC(=O)c4ccccc4)nn3)CN2C(=O)c2cccs2)cc1` gave phage Ecoli inh 2.5 and Wnt act 0.
For C=CCN=C1NC(c2cccc(C(F)(F)F)c2)C(C(=O)OC)=C(C)N1C (stereo not drawn) the results were phage Ecoli inh 2.4 and Wnt act 1.
`COc1ccc(Cc2c(-c3ccc(F)cc3)nc3cc(C)c(Br)c(C)n23)c(C)c1` gave phage Ecoli inh -0.2 and Wnt act -5.
For O=C1c2ccccc2CCC12OC2c1ccc([N+](=O)[O-])cc1 (stereo not drawn) the results were phage Ecoli inh 1.3 and Wnt act 3.
Screening COc1cc(C=NNC(=O)C(=O)Nc2cccc(Cl)c2)cc(OC)c1O returned phage Ecoli inh 4.5 and Wnt act 12.
`O=C(/C=C(\Nc1cc(Cl)c(Cl)c(Cl)c1)c1ccccc1)c1ccccc1` gave phage Ecoli inh -0.5 and Wnt act 8.
Cc1cccc(C)c1-n1nnnc1C(c1ccnc2ccccc12)N1CCCC1 (stereo not drawn) was read as phage Ecoli inh 0.9 and Wnt act -2.
`C(=C\c1ccccc1)/CN1CCN(C(c2cccc3ccccc23)c2nnnn2C2CCCC2)CC1` (stereo not drawn) gave phage Ecoli inh 7.2 and Wnt act -2.
For CN(Cc1ccccc1)C(CNS(=O)(=O)c1ccccc1)c1ccccc1 (stereo not drawn) the results were phage Ecoli inh 0.5 and Wnt act -2.
Screening CCOC(=O)C1=CCN(S(=O)(=O)c2ccccc2F)C1c1ccc(C)cc1 (stereo not drawn) returned phage Ecoli inh 5.0 and Wnt act -2.
Screening CCOc1ccc(C2CC=C(C(C)=O)CN2S(=O)(=O)c2ccc(C)cc2)cc1 (stereo not drawn) returned phage Ecoli inh -1.9 and Wnt act -1.
For C=CCn1c(SCC(=O)Nc2ccc(Br)cc2)nc(O)cc1=O the results were phage Ecoli inh -1.0 and Wnt act 1.
Screening CC1CN(S(=O)(=O)c2cccc(C(=O)N(C)C3CCCCC3)c2)CC(C)O1 (stereo not drawn) returned phage Ecoli inh 2.3 and Wnt act 1.
`CC1(C)CC(=O)C=C(c2n[nH]nc2-c2ccccc2)C1` gave phage Ecoli inh 1.0 and Wnt act -2.
Screening CCN(CC)C(=O)C1=C(C)N(CCCN2CCCC2=O)C(=O)C(CC(=O)NCCCCc2ccccc2)C1 (stereo not drawn) returned phage Ecoli inh -1.6 and Wnt act 0.
Cc1ccc(S(=O)(=O)N2C[C@H]3C(=O)C[C@@H](c4ccccc4)N(S(=O)(=O)c4ccc(C)cc4)[C@H]3C[C@H]2c2cccs2)cc1 was read as phage Ecoli inh 4.8 and Wnt act -6.
`O=C(CCc1c[nH]c2ccccc12)N1CCN(S(=O)(=O)c2ccc([N+](=O)[O-])cc2)CC1` gave phage Ecoli inh 0.0 and Wnt act -1.
Cc1ccccc1CN1[C@@H](C)[C@H](c2ccccc2)Oc2cccc(N3CCCC3)c2S1(=O)=O was read as phage Ecoli inh 3.3 and Wnt act -4.
`C[C@@H]1CN([C@H](C)CO)C(=O)CCCn2nncc2CO[C@@H]1CN(C)C(=O)c1ccncc1` gave phage Ecoli inh 5.1 and Wnt act -1.
COC(=O)c1cccc(CN2C(=O)C(C)Sc3ccc(C(C)=O)cc32)c1 (stereo not drawn) was read as phage Ecoli inh 0.7 and Wnt act 0.
Screening O=C(NCCOc1ccccc1)C1CCN(C(=O)Nc2ccccc2)CC1 returned phage Ecoli inh 0.3 and Wnt act -4.
`CC(=O)Nc1cc(-c2ccc(C(=O)NC3CC3)cc2)cn2c(-c3cccc(C(F)(F)F)c3)cnc12` gave phage Ecoli inh -0.3 and Wnt act 0.

These rows are one share of the data (hit frequency here may not be typical).
